Bioassay records as filed in PubChem BioAssay.
KCNQ2 block: KCNQ2 potassium channel inhibitors, primary screen, cell-based, CHO-K1, FluxOR thallium flux, B-score (AID 2156); 20 min; active compounds read low; O88943; B-score at 10 µM; hit rate 1.1% among 310,000;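 active = fluorescence ratio B-score at most minus 3 library SDs, with starting brightness B-score within 2 library SDs, cut at about -5.5 in these data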
Target sequence (O88943 whole entry, looked up): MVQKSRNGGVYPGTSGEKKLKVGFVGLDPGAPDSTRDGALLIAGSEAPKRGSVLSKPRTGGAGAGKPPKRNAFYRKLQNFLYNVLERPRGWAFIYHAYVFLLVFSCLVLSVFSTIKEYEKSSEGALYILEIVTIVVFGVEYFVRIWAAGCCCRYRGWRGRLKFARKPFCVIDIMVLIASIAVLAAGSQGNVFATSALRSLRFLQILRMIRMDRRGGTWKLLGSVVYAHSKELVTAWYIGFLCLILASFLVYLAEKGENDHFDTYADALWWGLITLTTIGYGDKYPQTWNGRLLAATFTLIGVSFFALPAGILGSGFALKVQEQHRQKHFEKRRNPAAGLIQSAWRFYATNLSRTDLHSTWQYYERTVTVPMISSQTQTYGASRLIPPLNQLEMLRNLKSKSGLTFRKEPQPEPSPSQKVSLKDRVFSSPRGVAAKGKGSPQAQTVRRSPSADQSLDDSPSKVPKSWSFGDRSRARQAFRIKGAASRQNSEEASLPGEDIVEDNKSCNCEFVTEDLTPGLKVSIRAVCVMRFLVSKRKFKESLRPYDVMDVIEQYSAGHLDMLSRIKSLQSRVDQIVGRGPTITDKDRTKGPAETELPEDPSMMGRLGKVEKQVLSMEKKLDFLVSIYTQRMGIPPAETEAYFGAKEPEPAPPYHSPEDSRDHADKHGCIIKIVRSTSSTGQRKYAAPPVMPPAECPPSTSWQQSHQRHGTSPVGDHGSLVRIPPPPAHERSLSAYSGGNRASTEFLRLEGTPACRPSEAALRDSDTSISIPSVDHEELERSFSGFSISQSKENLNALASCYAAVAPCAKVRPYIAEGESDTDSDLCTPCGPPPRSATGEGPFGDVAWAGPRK
CHT inh: inhibitors of human choline transporter CHT. Q9GZV3. B-score at 10 µM. CHT-expressing cells, membrane potential dye, choline response; active compounds read low. hit rate 0.86% among 310,000;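 active = B-score over 3 SD under the library average, and starting fluorescence ratio not unusually high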;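 note: choline stimulus applied at its EC90 after an EC20 pre-addition; B-score computed on integrated fluorescence ratio after choline addition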
Calls only; i = inactive; · = not tested or not shown. Not a hit list. Share with any hit: about 1.9%.

SMILES | KCNQ2 block | CHT inh
CCC(C)NC(=O)C1CC(c2cccc(OC)c2)=NO1 (stereo unspecified) | i | i
Cc1ccccc1C(=O)NC(=S)Nc1ccccc1C(F)(F)F | i | i
CCCc1[nH]nc2c1C1(CCOC1C)C(C#N)=C(N)O2 (stereo unspecified) | i | i
O=C(NCc1ccco1)[C@@H]1CCCN1C(=O)c1cccs1 | i | i
O=C(NC1CC1)[C@@H]1CSC2c3ccccc3C(=O)N21 (stereo partly specified) | i | i
Cc1csc(=Nc2ccccc2)n1Cc1ccco1 | i | i
Cc1ccc(SCCNS(C)(=O)=O)cc1 | i | i
COc1ccc2cc3cc(C(=O)NCCCN4CCc5ccccc5C4)sc3nc2c1 | i | i
O=C(Nc1ccc(Cl)c([N+](=O)[O-])c1)C(NCCCO)c1ccccc1 (stereo unspecified) | i | i
CCOC(=O)c1[nH]c2ccc(OC)cc2c1NC(=S)N1CCN(c2ccccc2OC)CC1 | i | i
CN(C(=O)Cn1cnc2ccccc2c1=O)C1CCS(=O)(=O)C1 (stereo unspecified) | i | i
Cc1cccc(N(CC(=O)NCCSCc2ccco2)S(=O)(=O)c2ccccc2)c1 | i | i
CCC(C)(C)NC(=O)c1cccc(NC(=O)C(C)C)c1 | i | i
COCCN(CCOC)c1nc(-c2ccccc2)nc2ccccc12 | i | i
C/C(=N\Nc1ccccn1)c1ccc(C(C)C)cc1 | i | i

Overlap with the part before: three compounds, followed by the next part.
SMILES | KCNQ2 block | CHT inh
CCC(C)(C)NC(=O)c1cccc(NC(=O)C(C)C)c1 | i | i
COCCN(CCOC)c1nc(-c2ccccc2)nc2ccccc12 | i | i
C/C(=N\Nc1ccccn1)c1ccc(C(C)C)cc1 | i | i
CCOC(=O)N/N=C\c1ccc(C)s1 | i | i
CC1=CS(=O)(=O)CC1Sc1nc(C)n[nH]1 (stereo unspecified) | i | i
Cc1ccc(NS(=O)(=O)c2ccc3c(c2)NC(=O)CCS3)c(C)c1 | i | i
Cc1ccc(-c2nc(N)nc(N)n2)c(C)c1 | · | i
O=C(CSc1ccc2c(c1)OCCO2)Nc1ccc(N2CCOCC2)cc1 | i | i
COc1ccc(C(=O)NC(=S)N2CC(C)OC(C)C2)cc1OC (stereo unspecified) | i | i
CN1C(=O)C(CC(=O)Nc2ccc(F)cc2)N(Cc2ccco2)C1=S (stereo unspecified) | i | i
CCOC(=O)C(/C(N)=N/C(=O)Nc1ccccc1)=C(\C)O | i | i
Nn1cc(-c2ccccc2)nc1SCC(=O)N1CCN(S(=O)(=O)c2ccc(Cl)cc2)CC1 | i | i
O=C(COC(=O)c1ccccc1NCCO)NCCc1ccccc1 | i | i
CCOC(=O)C1CCCN(c2ccc(NC(=O)c3snc4c(=O)[nH]cnc34)cc2)C1 (stereo unspecified) | i | i
Cc1ccccc1C(=O)NC1CCN(C(=O)N(c2ccccc2)c2ccccc2)CC1 | i | i
CC(=O)Nc1ccc(C(=O)OC2CCCCC2=O)cc1 (stereo unspecified) | i | i
CSC1=NCCN1C(=O)c1c(-c2ccccc2Cl)noc1C | i | i
Cc1ccc(CNC(=O)C2CCC(=O)N(C3CC3)C2)cc1 (stereo unspecified) | i | i
COc1ccc(N(C)C(=O)Cc2c(C(=O)O)n(C)c3ccccc23)c(OC)c1 | i | i
COc1ccc2c(CC(=O)Nc3nc(C)cs3)coc2c1 | i | i
COc1ccc(/C=C2\SC(=O)N(CCNC(=O)Cc3coc4cc(OC)ccc34)C2=O)cc1 | i | i
COc1cc(OC)c2c(c1)C(=O)c1cc(OC)cc(OC)c1C2=O | i | i
COc1ccc(-c2cc(C(=O)N3CCCCC3)c3ccccc3n2)cc1OC | i | i
Cc1ccc(NC(=O)COC(=O)C(NS(=O)(=O)c2ccc(Cl)cc2)C(C)O)cc1C (stereo unspecified) | i | i
COc1ccc(-c2csc(NC(=O)CN3C(=O)NC4(CCCC4)C3=O)n2)c(OC)c1 | i | i
CSc1nc(C)cc(C)c1S(=O)(=O)c1ccccc1C | i | i
CCOc1ccccc1NC(=O)CSc1nnc2ccc(-c3ccncc3)nn12 | i | i
Cc1ccccc1C(=O)NNC(=O)/C=C\C(=O)O | i | i
O=C(CCCc1ccccc1)NCc1ccccc1Cl | i | i
COC(=O)CN1C(=O)CC(C)(C)S(=O)c2ccccc21 (stereo unspecified) | i | i
COc1ccc(CCNCc2c(-c3ccccc3)n(C)c3ccccc23)cc1 | i | i
Nc1c(C(=O)OCC2CCCO2)c2nc3ccccc3nc2n1C1CCCCC1 (stereo unspecified) | i | i
CCCCNC(C(=O)Nc1ccc([N+](=O)[O-])cc1Br)c1ccccc1 (stereo unspecified) | i | i
COc1ccc(/C(O)=C2/C(=O)C(=O)N(CCCN(C)C)C2c2cccc(Cl)c2)cc1OC (stereo unspecified) | i | i
COc1ccc(CC(=O)Nc2ccc(-c3nc4cc(C)ccc4o3)c(O)c2)cc1OC | i | i
O=C(COC(=O)CCNS(=O)(=O)c1ccccc1)NC(=O)c1ccccc1 | i | i
COC(=O)c1sccc1NC(=O)CN(C)NS(=O)(=O)c1ccc([N+](=O)[O-])cc1 | i | i
Cc1cc(C)cc(NC(=S)NCc2cccs2)c1 | i | i
Cc1cc(C(F)(F)F)c2sc(N)nc2n1 | i | i
Cn1c(/C=C/N2CCOCC2)c(C(=O)c2ccc(Br)cc2)c(=O)n(C)c1=O | · | i
COCc1cc([C@@H]2C[C@H]3CN(c4ccccc4)C(=O)[C@]34CCCN24)ccc1OC | i | i
CCN(CC)S(=O)(=O)c1ccc(C(=O)NCc2n[nH]c(=S)n2-c2ccc(Cl)c(Cl)c2)cc1 | i | i
Cc1ccc(NC(=O)COC(=O)CCCC2=NS(=O)(=O)c3ccccc3N2)cc1C | i | i
COc1ccc(CCN2C(=NC(=O)CCC(=O)O)SC3CS(=O)(=O)CC32)cc1 (stereo unspecified) | i | i
Cc1nc(SCc2ccc(OCCC(C)C)cc2)n[nH]1 | i | i
CC(C)(C)c1ccc(C(=O)Cn2cnnc2C#N)cc1 | i | i
CCSc1nc(C2CC2)cc(-c2cccs2)c1C#N | i | i
COc1ccc(/C=N/NC(=O)CN2CCCC2)cc1 | i | i
COc1cc(NC(=O)CN2CCN(S(=O)(=O)c3ccc(C(C)C)cc3)CC2)cc(OC)c1 | · | i
CCc1c(C)sc(NC(=O)c2ccoc2C)c1C(N)=O | i | i
O=C(CNC(=S)NC(=O)c1ccccc1Br)c1ccccc1 | i | i
CCc1ncc(C(O)c2cccc3ccccc23)n1C (stereo unspecified) | i | i
CCOc1ccccc1NC(=O)c1cc(S(=O)(=O)NCc2ccco2)ccc1F | i | i
COc1ccc2c(c1)c1c3n2CCN(C)C3=NCC1 | i | i
O=S(=O)(NC1CCCCC1N1CCN(c2ccc(F)cc2)CC1)c1ccccc1 (stereo unspecified) | i | i
CNC(=S)N(CCc1c(C)[nH]c2ccc(C)cc12)Cc1cccnc1 | i | i
CCOC(=O)NC(=O)CSc1nnnn1-c1ccccc1 | i | i
CN1CCN(C2CC(=O)N(CCc3ccccc3)C2=O)CC1 (stereo unspecified) | i | i
Cc1ccc(CNC(=S)NCc2ccncc2)cc1 | i | i
O=C(Nc1cccc(C(=O)O)c1)/C(=C\c1ccc(F)cc1)NC(=O)c1ccco1 | i | i
COc1ccc(Cl)cc1NC(=O)C(C)N1CCc2ccccc21 (stereo unspecified) | i | i
CC(C)(C)c1ccc(C(=O)Nc2sc3c(c2C(=O)O)CCC3)cc1 | i | i
COc1ccccc1C1=NC(c2ccccc2)CN1c1ccccc1 (stereo unspecified) | i | i

Carrying on:
SMILES | KCNQ2 block | CHT inh
Cn1c(Cl)nc2c1c(=O)n(Cc1cccc(Br)c1)c(=O)n2C | i | i
O/N=C1\CC2(Cc3nonc31)OCCO2 | i | i
Cc1ccc2c(c1)N(C(=O)CCC(=O)NCCCN(C)Cc1ccccc1)CCO2 | i | i
CCC(=O)N1CCc2cc(OC)c(OC)cc2C1COc1ccc(F)cc1 (stereo unspecified) | i | i
Cc1nc(Nc2ccc(C(=O)O)cc2)sc1-c1ccccc1 | i | i
CN(Cc1ncc[nH]1)Cc1cn(-c2ccccc2)nc1-c1ccc2c(c1)OCO2 | i | i
Cc1ccsc1C(=O)OCC(=O)NCCC1=CCCCC1 | i | i
COc1ccc(C(=O)Cc2cc(OC)c(OC)cc2C(=O)c2ccccc2F)cc1OC | i | i
CCOC(=O)N1CCN(C(=O)CSc2ccc(-c3ccc(OC)cc3)nn2)CC1 | i | i
COCCN1C(=O)c2ccc(C(=O)NCc3cccnc3)cc2C1=O | i | i
O=C(O)C1CCCN1S(=O)(=O)c1cccc2nsnc12 (stereo unspecified) | i | i
NC(=NC1CCCCC1)c1ccc([N+](=O)[O-])cc1 | i | i
CC1(C)C(=O)Nc2ccccc2N1C(=O)COc1ncnc2c(Cl)cc(Cl)cc12 | i | i
COC(=O)CNS(=O)(=O)c1ccc(OC)cc1 | i | i
O=C(Nc1nnc(SCc2ccc(F)cc2)s1)C1Cc2ccccc2CN1C(=O)c1ccco1 (stereo unspecified) | i | i
O=C(CN(C(=O)c1ccccc1Cl)C1CCCCC1)Nc1ccc(Cl)c([N+](=O)[O-])c1 | i | i
CCCc1nnc(SCC(=O)Nc2ccc(C(=O)OCC)cc2)o1 | i | i
Cc1c(N2C(=O)/C(=C\c3ccccc3O)SC2=S)c(=O)n(-c2ccccc2)n1C | i | i
CCCCC1CCC(C(=O)N(CCCC)c2c(N)n(CCCC)c(=O)[nH]c2=O)CC1 (stereo unspecified) | i | i
Cc1ccc2c(c1)C(c1ccccc1)N(C(=O)c1cc3ccccc3oc1=O)CC(=O)N2 (stereo unspecified) | i | i
O=C(/C=C/c1cccs1)NCc1ccccc1 | i | i
C=CCN1C(=O)NC2(O)C(=O)c3ccccc3C12O (stereo unspecified) | i | i
CC(NC(=O)Cn1cc2c(n1)CCCCC2)c1ccccc1 (stereo unspecified) | i | i
CCc1nc(Nc2ccccc2)c2nnn(Cc3ccccc3)c2n1 | i | i
COc1cc(/C=N/NC(=O)c2cccc3ccccc23)cc(OC)c1O | i | i
O=C1C2CCCN2C(c2cccs2)N1c1ccc(F)cc1 (stereo unspecified) | i | i
CCc1nc(SCC(=O)NCCc2ccccc2)n[nH]1 | i | i
COc1cccc(/C=C/C(=O)NCCc2ccc(OC)c(OC)c2)c1 | i | i
CS(=O)(=O)Cc1cc(N2CCCC2)nc(-c2ccccc2)n1 | i | i
COc1cccc(N2CCN(c3ccc(N4C(=O)CCC4=O)cc3[N+](=O)[O-])CC2)c1 | i | i
COc1ccc(CN2CCCC(C(=O)N3CCCCC3)C2)cc1OC (stereo unspecified) | i | i
CCOC(=O)N1CCN(C(=S)NC(=O)c2ccc(Br)cc2)CC1 | i | i
COC(=O)Cn1c(=O)sc2ccccc21 | i | i
CC1(C)Oc2ccc(C(=O)N3CCc4ccccc43)cc2N(CC(=O)N2CCCC2)C1=O | i | i
CCCN(CCC)CCCNC(=O)c1cn(CC)c2ccc(S(=O)(=O)N(C)C3CCCCC3)cc2c1=O | i | i
Cc1noc(C)c1COC(=O)Cn1c(C)nc2ccccc21 | i | i
Cc1nnc(SC(C(=O)c2ccccc2)c2ccccc2)[nH]c1=O (stereo unspecified) | i | i
CCOC(=O)c1cc2c(nc1NC(=S)Nc1ccccc1)CC(C)(C)OC2 | i | i
Cn1c(CO)c(-c2ccccc2)c2cc([N+](=O)[O-])ccc21 | i | i
CN=C(Nc1ccc(C(=O)OC)cc1)SC1CC(=O)N(c2ccccc2F)C1=O (stereo unspecified) | i | i
Cc1cc(=O)oc(C)c1C(=O)N[C@@H](Cc1ccccc1)C(=O)O | i | i
O=C(Nc1ccccc1N1CCOCC1)c1cc(Br)c(Br)s1 | i | i
CC[C@@]12C(=O)N(c3cccc(C)c3)C(=O)N1[C@H](c1ccc(OC)cc1)[C@@H]1C(=O)N(C(C)(C)C)C(=O)[C@@H]12 | i | i
Cc1nnsc1S(=O)(=O)c1ccccc1 | i | i
CC(C)CC1C(C#N)=C(N)Oc2n[nH]c(-c3cccs3)c21 (stereo unspecified) | i | i

Arranged by SMILES length (largest number first): 15 of the compounds above.
SMILES | KCNQ2 block | CHT inh
CC[C@@]12C(=O)N(c3cccc(C)c3)C(=O)N1[C@H](c1ccc(OC)cc1)[C@@H]1C(=O)N(C(C)(C)C)C(=O)[C@@H]12 | i | i
CCCN(CCC)CCCNC(=O)c1cn(CC)c2ccc(S(=O)(=O)N(C)C3CCCCC3)cc2c1=O | i | i
COc1cccc(N2CCN(c3ccc(N4C(=O)CCC4=O)cc3[N+](=O)[O-])CC2)c1 | i | i
CC1(C)Oc2ccc(C(=O)N3CCc4ccccc43)cc2N(CC(=O)N2CCCC2)C1=O | i | i
CN=C(Nc1ccc(C(=O)OC)cc1)SC1CC(=O)N(c2ccccc2F)C1=O (stereo unspecified) | i | i
CCOC(=O)c1cc2c(nc1NC(=S)Nc1ccccc1)CC(C)(C)OC2 | i | i
Cn1c(CO)c(-c2ccccc2)c2cc([N+](=O)[O-])ccc21 | i | i
COc1cccc(/C=C/C(=O)NCCc2ccc(OC)c(OC)c2)c1 | i | i
CS(=O)(=O)Cc1cc(N2CCCC2)nc(-c2ccccc2)n1 | i | i
COc1ccc(CN2CCCC(C(=O)N3CCCCC3)C2)cc1OC (stereo unspecified) | i | i
O=C(Nc1ccccc1N1CCOCC1)c1cc(Br)c(Br)s1 | i | i
Cc1noc(C)c1COC(=O)Cn1c(C)nc2ccccc21 | i | i
O=C1C2CCCN2C(c2cccs2)N1c1ccc(F)cc1 (stereo unspecified) | i | i
CCc1nc(SCC(=O)NCCc2ccccc2)n[nH]1 | i | i
COC(=O)Cn1c(=O)sc2ccccc21 | i | i

The listing continues:
SMILES | KCNQ2 block | CHT inh
O=C(COC(=O)c1cn(-c2ccccc2)nc1-c1cccnc1)NC1CC1 | i | i
O=C(Nc1ccccc1N1CCN(c2ccccc2)CC1)c1ccccc1 | i | i
O=C1CSC(c2ccc3c(c2)OCO3)N1c1ccc(Oc2ccccc2)cc1 (stereo unspecified) | i | i
Cc1c(CN(C)C(=O)/C=C/c2ccc([N+](=O)[O-])cc2)cnn1C | i | i
Cn1c(SCC#N)nnc1-c1cnccn1 | i | i
O=C(NCc1ccncc1)Nc1ccc2c(c1)OCO2 | i | i
